K1F lysis inhibition – protection from phage-mediated lysis, alamar blue read-out – E. coli UTI89, K1F phage, bacterial capsule biogenesis inhibitors (AID 488966) | E. coli UTI89 K1F phage lysis, alamar blue, 2 h; higher % means a stronger effect | one-dose inhibition, % at 100 µM; IC50 in µM for titrated hits | hit rate 0.02% among 340,000;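 active = phage lysis inhibition, versus mean bacterial control, above a set limit; inconclusive = no clear call, values can overlap the other calls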;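 note: capsule biogenesis inhibitors block K1F phage lysis so surviving cells raise fluorescence; higher fluorescence means more inhibition of phage lysis; actives were called in the ten point dose series up to 300 µM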
RSV antiviral HEp-2 – inhibition of RSV-induced cytopathic effect – HEp-2 cells, primary 10 µM value included (AID 2391); one-dose CPE inhibition, % at 10 µM; IC50 in µM for titrated hits; HEp-2 cells, RSV-induced CPE inhibition; higher % means a stronger effect; hit rate 0.13% among 310,000; in the data active = a potency from the dose series; inconclusive = CPE inhibition mostly from about 23% at the one dose, without a potency; inactive = the rest, 99 in 100 with CPE inhibition below about 21%; note: strong numbers were not always called active
Myeloid diff MLP – compounds promoting myeloid differentiation; ER-HoxA9 myeloid progenitors, lysozyme-GFP differentiation, flow cytometry; calls only at 10 µM; hit rate 1% among 360,000;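 active = normalized GFP-positive differentiation at or above the plate's own cutoff, the solvent-only control mean plus 3 SD; inconclusive = no clear call, values can overlap the other calls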;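 note: cells exposed to compound for four days before flow analysis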
TNAP activation fold – stimulation of alkaline phosphatase TNAP activity – biochemical, luminescent, no phosphate acceptor, uHTS, primary screen (AID 1001); hit rate 0.03% among 200,000; purified TNAP, luminescent activation assay, no phosphate acceptor; higher activation fold means a stronger effect; one-dose activation fold at 20 µM; EC50 in µM for titrated hits; in the data active = activation fold from about 3, or a potency from the dose series; inactive = the rest, 99 in 100 with activation fold below about 1.6; note: many of its hits are not listed in these tables
NTR1 agonist – agonists of NTR1, primary screen, imaging, U2OS cells, beta-arrestin-GFP, high content (AID 493036). P30989. NTR1-U2OS beta-arrestin-GFP spot imaging, agonist mode. activation, % at 20 µM. hit rate 0.17% among 330,000;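 active = activation at or above 40% of the spot to cytoplasm intensity ratio, with at least 20 cells analyzed; inconclusive = wells under 20 cells, flagged as cytotoxic or low count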;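 note: 0% = DMSO without peptide and 100% = 100 nM NTR1 peptide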
Target sequence (P30989 whole entry, looked up): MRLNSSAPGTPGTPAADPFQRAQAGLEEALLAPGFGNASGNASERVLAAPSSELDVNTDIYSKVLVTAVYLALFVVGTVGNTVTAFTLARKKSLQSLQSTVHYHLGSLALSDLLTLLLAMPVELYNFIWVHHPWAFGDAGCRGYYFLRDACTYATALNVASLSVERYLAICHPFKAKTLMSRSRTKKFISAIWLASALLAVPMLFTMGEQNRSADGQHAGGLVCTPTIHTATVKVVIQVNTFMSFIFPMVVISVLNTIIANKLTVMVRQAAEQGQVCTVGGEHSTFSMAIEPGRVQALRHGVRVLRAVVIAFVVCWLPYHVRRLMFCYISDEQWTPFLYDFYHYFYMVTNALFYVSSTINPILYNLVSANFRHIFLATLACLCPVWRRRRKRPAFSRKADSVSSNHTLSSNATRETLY
Large T inhibition – SV40 large T antigen inhibitors, biochemical (AID 1903). SV40 large T antigen ATPase/helicase inhibition assay; higher % means a stronger effect. hit rate 0.39% among 310,000. inhibition, % at 20 µM; hits with a dose series show IC50 in µM; in the data active = a potency from the dose series; inconclusive = inhibition mostly from about 32% at the one dose, without a potency; inactive = the rest, 99 in 100 with inhibition below about 32%; note: strong numbers were not always called active
Salmonella PhoP GFP – inhibitors of PhoP regulon expression, primary screen, Salmonella Typhimurium, GFP reporter (AID 1863); S. Typhimurium PhoP-regulated promoter GFP reporter, 4 h; higher % means a stronger effect; one-dose inhibition, % at 50 µM; IC50 in µM for titrated hits; hit rate 0.16% among 300,000;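 active = inhibition over 29.93%, a cutoff 3 SD above the screen mean, later confirmed by dose response; inconclusive = inhibition over 29.93% but no dose response follow-up; inactive = inhibition at most 29.93% or unconfirmed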;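 note: 0% = low Mg2+ inducing control and 100% = high Mg2+ repressing control; strong numbers were not always called active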
Rac1 GTP hydrolysis – MgcRacGAP GTPase-activating activity inhibitors, confirmation, biochemical, ADP Hunter fluorescence | MgcRacGAP-stimulated Rac1 GTP hydrolysis, ADP Hunter fluorescence; higher % means a stronger effect; GST-tagged Rac1 F28L mutant substrate | inhibition, % at 30 µM, or IC50 in µM where a hit was titrated | hit rate 0.6% among 340,000 | AID 624330;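 active = first-screen hits whose inhibition reached a set limit at any dose in the follow-up dose series; inconclusive = inhibition above the set first-screen limit but never retested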;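 note: fluorescence reports GDP produced by GAP-driven GTP hydrolysis; strong numbers were not always called active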
T cell HTS – T cell immune modulators affecting CD8 T cell-vesicle binding; calls only at 7 µM; 2C CD8+ T cell-vesicle binding, flow cytometry; hits give low values; hit rate 0.068% among 330,000;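 active = response, share of CD8 T cells binding vesicles, and their 90th percentile fluorescence all below set limits, cut at about 80% in these data, passing the limit was not always enough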
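Assay system: 2C TCR transgenic mouse naive CD8+ T cells, MACS-purified | Read-out: CD8+ gate FL2 mean fluorescence as % of same-row positive control | Signal: High-throughput flow cytometry with anti-B7-1 and anti-CD8 staining | Timing: Binding step 1.5 h, 37 °C, antibody labelling 20 min, ice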
T cell HTS vesicle-bound % – recorded beside T cell HTS, whose call it bears; double positive events, %; measured here: CD8+ vesicle-bound cell fraction;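 binding gate set so that unloaded-vesicle control wells show 10% double positive cells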
NTR1 agonist cell count 20 µM – further read-out of NTR1 agonist, marked with its call; cell count; measured here: cell count, cytotoxicity flag
Myeloid diff MLP GFP+ MAC1+ % – second read-out of Myeloid diff MLP, no call of its own (marks repeat the call); GFP+ MAC1+ double positive, %; measured here: differentiation confirmed by MAC1 staining
* = called active by the depositor; i = inactive; ? = inconclusive; · = not tested or not shown; [ ] = another dose, or the depositor's remark. Compounds as they come; any-hit rate near 2.3%.

SMILES	K1F lysis inhibition	RSV antiviral HEp-2	Myeloid diff MLP	Myeloid diff MLP GFP+ MAC1+ %	TNAP activation fold	NTR1 agonist	NTR1 agonist cell count 20 µM	Large T inhibition	Salmonella PhoP GFP	Rac1 GTP hydrolysis	T cell HTS	T cell HTS vesicle-bound %
Cc1ccc(C(=O)NNC(=O)c2ccc(NS(=O)(=O)c3cccs3)cc2)s1	0.7%[50 µM]	2.9%	i	0.8	·	-0.2	68	29%	-4%	5%	i	25
CCc1ccc(NC(=O)C2CCN(S(=O)(=O)c3ccc4c(c3)NC(=O)CO4)CC2)cc1	-0.2%	?	?	·	·	1.7	55	9%	-13%	-14%	i	7
COc1ccc(N2CCN(C(=O)COC(=O)c3ccc(CSC)o3)CC2)cc1	0.1%[50 µM]	1.8%	i	1.0	·	1.2	55	·	·	18%	i	41
CC(C)(C)OC(=O)N1CCC[C@@H]1CO	0.7%	1.4%	i	1.4	·	0.3	61	20%	2%	10%	i	21
CCC(CC)C(=O)Nc1cc(Cl)ccc1C	·	2.5%	·	·	1.1	1.1	99	5%	6%	·	i	41
CCOc1ccc(CCNC(=O)COC(=O)c2ccc(OC(C)C)cc2)cc1OCC	0.8%[50 µM]	-0.9%	i	0.5	·	2.4	57	16%	-2%	-1%	i	45
CC(=O)NC(CC(=O)Nc1ccc(S(=O)(=O)NC2=NCCCCC2)cc1)c1ccccc1 (centres undefined)	0.2%[50 µM]	1.8%	i	1.1	·	-1.4	43	·	·	1%	i	30
CCn1c(CNc2ccccc2Cl)nnc1SCC(=O)OC1CCCCC1	0.5%	0.2%	i	2.0	1.1	2.4	49	-1%	-1%	5%	i	39
COC(=O)c1c(NC(=O)C2c3ccccc3Oc3ccccc32)sc(C)c1C	-0.3%	21%	i	0.0	1	1.2	43	-1%	2%	-3%	i	46
CCOc1cc(Cl)c(NC(=O)c2ccco2)cc1OCC	1.5%	1.1%	i	0.4	1	1.5	66	5%	-3%	10%	i	28
O=C(Nc1ccc(F)cc1)Nc1ccccc1F	-0.6%	-0.6%	i	0.2	1	-0.7	81	2%	-1%	4%	i	34
CCOC(=O)CSC1=C(C#N)C(c2ccccc2)C(C(C)=O)=C(C)N1 (centres undefined)	0.7%	0.5%	i	7.8	1	2.9	58	7%	-4%	16%	i	26
O=C(Cn1cnc2c(cnn2-c2ccccc2)c1=O)OCc1ccccc1	0.1%	2.2%	i	0.5	1.1	0.0	78	4%	1%	1%	i	41
Cc1ccc(Cl)cc1N1CCN(Cc2nc3c(c(=O)[nH]c(=O)n3C)n2Cc2ccccc2F)CC1	0.2%	-2.5%	i	2.4	1	31	45	·	·	8%	i	31
COCCNC(=O)CNC(=S)N(Cc1ccccc1)Cc1cccnc1	1.0%	-0.7%	i	0.5	1	1.1	35	10%	-3%	3%	i	27
O=C(NCCC(=O)N1CCc2ccccc21)c1ccccc1Cl	0.3%	1.9%	i	3.3	·	-1.6	36	2%	3%	3%	i	7
O=c1oc2ccccc2c(CNc2ccccc2)c1[N+](=O)[O-]	0.2%	4.1%	i	0.5	·	0.2	78	7%	-5%	7%	i	50
CNc1nc(SC)nc2ccsc12	0.4%	0.1%	i	0.5	1.1	2.5	39	10%	5%	14%	i	35
C=CCn1c(O)c(N=NC(=O)C(O)c2ccccc2)c2ccccc21 (centres undefined)	0.1%	2.2%	i	0.2	·	1.9	56	6%	-10%	2%	i	15
Cc1cc(N2C(=O)C(=O)/C(=C(/O)c3ccc(Cl)cc3)C2c2cccc(Br)c2)no1 (centres undefined)	-3.3%	6.4%	i	0.6	1.1	1.1	62	5%	-10%	10%	i	46
COc1cccc2cc(C(C)N(CCCN3CCOCC3)C(=O)Nc3ccccc3)oc12 (centres undefined)	1.5%	-0.5%	i	0.5	1.1	-0.3	39	-4%	4%	8%	i	32
Cc1ccc(OCC(O)CN2CCN(c3ccccn3)CC2)c(C)c1 (centres undefined)	-0.3%	-2.5%	i	1.1	1.1	0.3	63	18%	-1%	6%	i	53
Cc1nc2ccccc2c2oc(C(=O)N3CCN(C4CCCCC4)CC3)cc12	6.2%	0.1%	i	15	1	3.1	39	3%	-3%	-4%	i	51
CN(C)/C=C1\C=C(c2ccccc2)OC1=O	0.1%	2.3%	i	0.5	1.1	0.2	78	20%	21%	?	i	43
CC(=O)c1c(C)[nH]c(C(=O)OCC(=O)NCc2cccs2)c1C	1.1%[50 µM]	0.3%	i	0.7	·	-1.8	37	·	·	9%	i	36
CCOc1ccc(OCC)c(NC(=O)C2COc3ccccc3O2)c1 (centres undefined)	2.5%	1.8%	i	1.3	1.1	4.8	90	0%	0%	11%	i	24
CCCN(CCC)C(=O)c1ccc2c(=O)n(Cc3ccco3)c(=S)[nH]c2c1	-0.1%	2.1%	i	0.6	1	0.8	34	9%	-1%	5%	i	40
CCCn1c(SCC(=O)N(C2CCCCC2)C2CCS(=O)(=O)C2)n[nH]c1=O (centres undefined)	0.5%[50 µM]	0.6%	i	0.7	·	2.0	78	·	·	0%	i	41
COc1ccc(CNC(=O)Cn2nnc3ccccc3c2=O)cc1	0.3%	0.5%	i	0.5	·	2.9	47	2%	-11%	12%	i	38
CSc1ccccc1NC(=O)CN(C)Cc1cccc(Cl)c1	1.2%	19%	i	0.3	1.1	5.7	54	9%	8%	24%	i	49
COc1ccc(S(=O)(=O)N2CCOCC2)cc1NC(=O)CC1CCCC1	0.4%[50 µM]	-0.1%	i	0.9	·	-2.3	61	·	·	5%	i	18
CCOC(=O)C1C(=O)NC(SC)=C(C#N)C1c1ccccc1F (centres undefined)	0.8%	2.1%	i	2.3	1.1	0.8	66	13%	0%	5%	i	35
COCCn1c(-c2ccc(Cl)cc2Cl)nc2c(c(=O)c3ccccc3n2C)c1=O	3.3%	>50µM*	i	1.0	1	7.8	70	-2%	-1%	8%	i	48
Cc1cccc(OCCCCCn2ccnc2)c1	1.6%	8.7%	i	1.1	1	-1.3	63	2%	2%	22%	i	24
CSc1ccccc1NC(=O)CSc1n[nH]c(N)n1	0.1%	1.0%	i	0.4	1.2	0.8	57	12%	-5%	2%	i	48
Cn1c(=O)c2c(nc(CN3CCC(C(N)=O)CC3)n2Cc2ccccc2Cl)n(C)c1=O	0.0%	-1.2%	i	2.5	0.9	1.3	74	·	·	7%	i	7
Cc1cc(C)n(CC2CC(=O)N(c3ccc(C)c(Cl)c3)C2=O)n1 (centres undefined)	-2.3%	0.5%	i	0.2	1.1	-2.2	53	5%	7%	0%	i	42
CCN=c1scc(C)n1/N=C/c1ccc(O)c(O)c1O	2.0%	5.6%	i	1.4	0.7	-0.7	58	10%	2%	-35%	i	18
COc1ccccc1NC(=O)C(C)N1CCN(C/C=C/c2ccccc2)CC1 (centres undefined)	4.5%	1.7%	i	0.5	1	-1.2	56	13%	13%	3%	i	63
Cc1ccc(S(=O)(=O)N[C@H](C(=O)N2CCC(C(=O)N3CCC[C@H]3C(=O)O)CC2)C(C)C)cc1	0.2%	·	i	1.9	1.1	·	·	-3%	12%	-4%	·	·
COc1cccc(Oc2nc(-c3ccccc3O)nc3ccccc23)c1	-0.4%[50 µM]	1.1%	i	0.4	·	3.5	87	2%	0%	6%	i	10
CCN(Cc1ccc2c(c1)OCCO2)S(=O)(=O)c1ccc(NC(C)=O)cc1	0.1%[50 µM]	0.5%	i	0.4	·	-0.7	63	·	·	-6%	i	44
Cc1ccsc1/C=N\NC(=O)c1cc(C(C)(C)C)[nH]n1	0.2%	0.4%	i	0.3	0.8	0.7	62	5%	-8%	-3%	i	41
Cc1nn(C)c(C(=O)N/N=C/c2ccccn2)c1[N+](=O)[O-]	-0.1%	2.2%	i	0.5	·	-0.6	49	14%	7%	6%	i	18
CCc1nnc(NC(=O)CCC(=O)N2CCN(c3cccc(Cl)c3)CC2)s1	1.1%	8.7%	i	0.4	·	0.4	62	6%	1%	6%	i	3
COc1ccccc1CN1CC(C(=O)NCc2cccnc2)CC1=O (centres undefined)	0.0%	-1.1%	i	0.5	1.1	-0.8	62	3%	-10%	3%	i	19
Cc1ccc(C(=O)NCCCN2CCOCC2)cc1Cl	0.4%	-1.3%	i	0.3	·	-0.7	50	11%	-5%	5%	i	35
Nc1ccccc1SC1CC(=O)N(c2ccc3c(c2)OCCO3)C1=O (centres undefined)	-0.5%	1.1%	i	1.5	·	0.6	56	25%	-1%	7%	i	29
O=C(Cc1ccc(-n2cccc2)cc1)NC1CCCCC1	0.4%	2.2%	i	0.9	1.1	-0.6	68	12%	11%	6%	i	49
Cc1ccc(-n2nnnc2CNC(=O)c2ccc(Br)o2)cc1C	0.3%	-0.3%	i	0.0	·	0.0	55	19%	0%	-2%	i	17
COc1ccccc1OCC(=O)NCc1nc(-c2ccccc2)no1	0.3%	3.8%	i	0.2	1	1.9	66	12%	-6%	-1%	i	31
CCN(CC(=O)Nc1ccc(N2CCOCC2)cc1)C(=O)c1ccc(C(F)(F)F)cc1	-0.4%	0.2%	i	1.3	2.2	-2.3	102	24%	-6%	4%	i	44
Nc1nc(SCn2nnc3ccccc3c2=O)n[nH]1	-0.1%	-0.5%	i	0.5	0.9	0.7	58	1%	6%	3%	i	58
NC(=O)[C@@H]1CCCN1Cc1c(C(=O)N2CCN(C3CCCCC3)CC2)nc2ccccn12	0.0%	0.7%	i	4.4	·	-1.0	54	8%	-3%	5%	i	11
CCC(c1nnnn1Cc1ccco1)N1CCC(C(N)=O)CC1 (centres undefined)	-0.2%	0.6%	i	0.8	1.1	-1.4	52	-2%	-8%	6%	i	24
COc1cccc(C2c3[nH]c4ccccc4c3CCN2Cc2cccc(C)n2)c1 (centres undefined)	0.3%	1.4%	i	0.1	1	4.1	79	2%	-7%	5%	i	56

Source: PubChem BioAssay
